BCLXL inh – blocks human Bcl-xL binding to Bim BH3 peptide | GST-Bcl-xL / FITC-Bim BH3 peptide fluorescence polarization | inhibition, % at 10.9 µM | actives 0.7% (n = 320,000) | AID 2129;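 active means inhibition above the mean of all tested compounds plus 3 SD, cutoff set per campaign, cut at about 30% in these data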;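 further: 0% = DMSO wells and 100% = unlabeled Bim-BH3 peptide competitor; inhibitors lower millipolarization by displacing the labeled peptide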
MEX-5 binding – C. elegans MEX-5 TCR-2 RNA binding activity; Q9XUB2; MEX-5/FITC-TCR2 RNA binding, fluorescence polarization; active compounds read low; activity score (negative = inhibition of binding), % at 10 µM; actives 0.38% (n = 300,000); AID 1832;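 active means inhibition past about -25% in most replicates, and total fluorescence under double the plate's negative control median, limit read from the data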;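 further: 0% = DMSO and -100% = 5 µM competing unlabeled TCR2 RNA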
Target sequence (Q9XUB2 whole entry, looked up): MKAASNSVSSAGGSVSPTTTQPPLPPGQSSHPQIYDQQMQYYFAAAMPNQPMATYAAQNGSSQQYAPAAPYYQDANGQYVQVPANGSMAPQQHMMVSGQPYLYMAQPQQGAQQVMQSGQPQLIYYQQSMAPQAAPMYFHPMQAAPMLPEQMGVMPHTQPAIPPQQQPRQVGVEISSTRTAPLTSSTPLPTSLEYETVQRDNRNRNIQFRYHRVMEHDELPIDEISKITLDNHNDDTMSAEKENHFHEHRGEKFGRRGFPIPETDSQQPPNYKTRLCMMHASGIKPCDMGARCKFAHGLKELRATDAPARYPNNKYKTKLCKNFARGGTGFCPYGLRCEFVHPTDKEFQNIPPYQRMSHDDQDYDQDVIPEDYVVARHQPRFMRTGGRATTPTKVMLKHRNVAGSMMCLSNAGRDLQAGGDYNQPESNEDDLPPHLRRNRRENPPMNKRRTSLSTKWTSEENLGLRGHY
Fam108B inh – blocks mouse Fam108B hydrolase in RBBP9 counter-screen; actives 0.33% (n = 300,000); recombinant Fam108B, FP-Rh probe fluorescence polarization; inhibition, % at 9.51 µM;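 active means inhibition above the screen mean inhibition plus 3 SD, computed separately per campaign, cut at about 18% in these data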;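 further: inhibitors lower polarization as less probe binds the enzyme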
ZTA DNA inh – counter-screen for EBNA-1 inhibitors: inhibitors of Epstein-Barr virus ZTA; ZTA-DNA binding, fluorescence polarization; P03206; actives 0.15% (n = 320,000); inhibition, % at 11 µM; in the data active means inhibition above about 33%
Target sequence (P03206 whole entry, looked up): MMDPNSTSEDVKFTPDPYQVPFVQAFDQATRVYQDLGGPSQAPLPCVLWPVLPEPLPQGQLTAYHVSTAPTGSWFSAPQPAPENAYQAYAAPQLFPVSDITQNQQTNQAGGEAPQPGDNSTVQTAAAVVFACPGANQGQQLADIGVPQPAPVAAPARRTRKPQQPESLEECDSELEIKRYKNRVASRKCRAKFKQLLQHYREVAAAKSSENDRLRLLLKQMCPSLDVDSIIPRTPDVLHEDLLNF
GLD-1 TGE inh – GLD-1-TGE RNA interaction inhibition (C. elegans); Q17339; purified GLD-1 + fluorescein TGE RNA, fluorescence polarization; inhibition, % at 5.96 µM; actives 0.44% (n = 320,000); AID 2280;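 active means percent inhibition above a per-plate cutoff, the plate mean of test compounds plus 3 SD, cut at about 30% in these data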;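 further: 0% = DMSO wells with GLD-1 and probe and 100% = wells lacking GLD-1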
EBNA-1 inhibitor – blocks EBNA-1 binding to DNA | EBNA-1 DNA binding, fluorescence polarization | inhibition, % at 14.8 µM | actives 0.34% (n = 300,000) | AID 1950; in the data active means inhibition above about 28%
CR mimetic SO – caloric restriction mimetics inhibiting age-related superoxide in yeast; S. cerevisiae aged cells, superoxide DHE fluorescence; active compounds read low; superoxide response (% of plate mean), % at 10 µM; actives 0.18% (n = 330,000); AID 2690;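 active means superoxide response under a set limit, about three screen SD below normal, cut at about 65% in these data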;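 further: yeast aged for seven days with compound at 30 °C before DHE staining; 100% = average MFI of all compound-treated wells on the plate with controls excluded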
MCL1-BIM inh – inhibitors of human MCL1 binding to BIM-BH3 peptide; inhibition, % at 10.9 µM; AID 2057; Q07820; actives 0.68% (n = 320,000); GST-MCL1 / FITC-Bim-BH3 fluorescence polarization;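 active means inhibition above the mean inhibition of all tested compounds plus 3 SD, set per campaign, cut at about 40% in these data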;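 further: 0% = DMSO wells and 100% = unlabeled Bim-BH3 peptide control; higher means more loss of mP so more displacement of Bim peptide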
Target sequence (Q07820 whole entry, looked up): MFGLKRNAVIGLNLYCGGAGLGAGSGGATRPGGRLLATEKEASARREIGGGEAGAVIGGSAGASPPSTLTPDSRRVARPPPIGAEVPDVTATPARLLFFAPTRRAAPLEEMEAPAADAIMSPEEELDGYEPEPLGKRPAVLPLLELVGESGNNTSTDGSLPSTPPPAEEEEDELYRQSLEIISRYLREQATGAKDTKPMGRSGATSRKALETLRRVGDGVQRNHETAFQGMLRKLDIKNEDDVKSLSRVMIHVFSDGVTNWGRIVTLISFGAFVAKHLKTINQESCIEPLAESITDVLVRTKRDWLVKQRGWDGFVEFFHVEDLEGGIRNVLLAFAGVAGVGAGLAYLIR
Efflux pump inh – antifungal efflux pump inhibition, Nile Red retention; inhibition, % at 10 µM; S. cerevisiae Candida pump triplex; actives 0.44% (n = 330,000);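 active means plate passing quality check with inhibition over a set limit, or well fluorescence over plate mean plus 4 SD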;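 further: Nile Red retained in pooled yeast measured as flow cytometry median fluorescence; 0% = buffer negative control and 100% = Enniatin B positive control; higher means more Nile Red kept so more efflux inhibition; some compounds called inactive have numbers as strong as hits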
* = called active by the depositor; . = no result given.

no.	canonical_smiles	BCLXL inh	MEX-5 binding	Fam108B inh	ZTA DNA inh	GLD-1 TGE inh	EBNA-1 inhibitor	CR mimetic SO	MCL1-BIM inh	Efflux pump inh
1	CC[C@H](C)[C@H](NC(N)=O)C(=O)NCCc1ccc(Cl)cc1Cl	1	-0.9	0	-11	-3	-4	100	-10	0.3
2	COc1ccc2c(c1)Cc1sc(NC(=O)c3cccs3)nc1-2	6	-1.8	-4	-5	6	5	119	7	0.2
3	Cc1ccc(OCCC(=O)Nc2ccc(S(=O)(=O)Nc3nccs3)cc2)cc1	0	.	.	-1	3	.	78	2	-0.1
4	Cc1ccc(/C=C/C(=O)OC(C)C(=O)Nc2ccc(Cl)cn2)o1 (centres undefined)	8	1.6	-4	7	6	-3	94	-3	-0.2
5	COC(=O)c1ccc2c(c1)SC1=C(CCCC1=O)N2	148*	-2.0	18	8	96*	-3	94	177*	0.1
6	CCOC(=O)[C@H]1[C@H]2COc3ccc(Br)cc3[C@@H]2N2C(=O)c3ccc(C)cc3NC(=O)[C@@]12C	4	.	-7	-2	-2	-15	.	0	.
7	O=C(NCC(=O)N(c1ccccc1)C(C(=O)NC1CCCCC1)c1ccncc1)c1ccco1 (centres undefined)	2	2.2	0	5	-2	-11	117	4	0.0
8	O=C(N/N=C/c1cccnc1)c1cccc(S(=O)(=O)Nc2cccc(Cl)c2)c1	4	3.4	-6	-8	-3	-3	103	6	0.0
9	CNC(=O)C1(CC(C)C)C=CCN1C(C)=O (centres undefined)	5	0.9	2	-2	-6	8	103	2	0.0
10	CCCN(C(=O)C1=COCCO1)c1c(N)n(Cc2ccccc2)c(=O)[nH]c1=O	-5	4.4	0	1	5	-5	95	-3	0.1
11	CC(C)C(C)NC(=O)COC(=O)/C=C/c1ccc(S(=O)(=O)N2CCc3ccccc32)cc1 (centres undefined)	-3	-3.8	5	-4	15	10	100	-4	0.0
12	COc1ccc(NS(=O)(=O)c2ccc(SC)cc2)cc1	2	-2.8	-1	0	0	-3	122	0	0.2

The listing continues:
no.	canonical_smiles	BCLXL inh	MEX-5 binding	Fam108B inh	ZTA DNA inh	GLD-1 TGE inh	EBNA-1 inhibitor	CR mimetic SO	MCL1-BIM inh	Efflux pump inh
13	COc1cccc(-n2c(Cn3nc(C(F)(F)F)cc3C)n[nH]c2=S)c1	-2	0.9	-2	-10	5	-1	95	-14	0.1
14	CCN(CCCNC(=O)CCn1c(=O)[nH]c2ccccc2c1=O)c1cccc(C)c1	8	-1.4	-3	15	2	2	107	5	0.0
15	CC1CCN(C(=O)c2[nH]cnc2C(=O)Nc2nccs2)CC1	-2	.	.	12	-1	.	101	-7	-0.1
16	O=C(CCCOc1ccccc1)Nc1ccc2c(c1)OCCO2	6	-0.2	-4	-13	2	-6	111	1	0.0
17	COc1ccc(-c2cc(-c3ccccc3)nc(=O)[nH]2)cc1	7	-1.0	5	3	-4	9	90	7	-0.1
18	CCN(C(=O)COC(=O)/C=C/c1ccc(O)c(OC)c1)C1CCS(=O)(=O)C1 (centres undefined)	4	-1.1	2	5	2	6	96	3	-0.3
19	O=C(NCCN1CCN(c2ccccc2)CC1)c1cccc(Br)c1	-1	2.6	-1	-5	6	-2	128	-10	0.2
20	COc1ccc(CCn2c(=N)c(C(=O)NCCN3CCOCC3)cc3c(=O)n4cccc(C)c4nc32)cc1OC	12	-0.8	-3	12	-1	-6	104	4	0.7
21	CCc1ccc(OCC(=O)N2CC(C(=O)OC)Oc3ccccc32)cc1 (centres undefined)	-1	-0.8	0	10	-3	1	96	-5	0.2
22	O=C(COc1ccc(-n2cnnn2)cc1)Nc1cccc(Cl)c1Cl	-2	-0.2	2	2	4	-2	107	6	0.1
23	O=C(NCCN1CCCC1)c1ccc(Cn2c(=S)[nH]c3cc4c(cc3c2=O)OCO4)cc1	-6	2.8	0	-22	-3	2	105	-2	-0.1
24	Cc1nc2ccccc2c(=O)n1NC(=O)/C=C/c1ccc(Br)cc1	0	-2.4	2	-20	5	-12	97	2	-0.1

(more compounds)
no.	canonical_smiles	BCLXL inh	MEX-5 binding	Fam108B inh	ZTA DNA inh	GLD-1 TGE inh	EBNA-1 inhibitor	CR mimetic SO	MCL1-BIM inh	Efflux pump inh
25	CCOCC(=O)Nc1nc2ccc(OC)cc2s1	5	0.0	1	3	-1	13	89	8	-0.1
26	O=C(NNC(=O)C1CCN(Cc2ccc(F)cc2Cl)CC1)Nc1ccc([N+](=O)[O-])cc1	1	-4.7	-1	11	3	11	109	4	-0.1
27	O=C(NCC1CCCCC1)C1CCN(C(=O)NC2CCCCC2)CC1	-3	-3.2	2	4	3	-7	99	-2	0.3
28	C=CCN1C(=O)c2ccc(C(=O)NCC(=O)Nc3c(C)cc(C)cc3C)cc2C1=O	3	.	.	-1	-1	.	102	5	0.0
29	O=S1(=O)CC(O)C(NCc2cccnc2)C1 (centres undefined)	4	3.0	0	-10	4	-1	93	8	0.0
30	CSc1ncnc2c1ccn2CC(=O)Nc1ccc(C)c(C)c1	1	.	.	7	-2	.	80	-2	0.5
31	COCCCNC(=O)c1c[nH]c2ccc(S(=O)(=O)N3CCC4(CC3)OCCO4)cc2c1=O	7	0.0	3	11	2	-2	109	6	0.0
32	Cc1ccc(S(=O)(=O)N(CCC#N)CCN2CCCC2)cc1	6	0.6	-1	6	1	1	95	12	0.0
33	CCn1ncc(C2C(C(=O)Nc3ccc(C)cn3)=C(C)NC3=C2C(=O)CCC3)c1C (centres undefined)	-3	-2.6	-2	-1	-5	-8	105	-5	0.4
34	CC1CCC(NC(=O)C2CCN(S(=O)(=O)c3ccc4nc5c(c(C(=O)O)c4c3)CC(C)CC5)CC2)CC1 (centres undefined)	5	1.6	-4	4	6	-15	93	3	0.0
35	O=C(c1ccc(N2CCCC2=O)cc1)N1CCN(c2ccccc2Cl)CC1	-10	.	.	-25	-1	.	45*	-5	0.1
36	COc1ccc(OC)c(S(=O)(=O)NC(C)(C)C)c1	0	2.6	-1	-10	-8	-7	119	2	0.1

The final 5 compounds of the part before open the next one.
no.	canonical_smiles	BCLXL inh	MEX-5 binding	Fam108B inh	ZTA DNA inh	GLD-1 TGE inh	EBNA-1 inhibitor	CR mimetic SO	MCL1-BIM inh	Efflux pump inh
32	Cc1ccc(S(=O)(=O)N(CCC#N)CCN2CCCC2)cc1	6	0.6	-1	6	1	1	95	12	0.0
33	CCn1ncc(C2C(C(=O)Nc3ccc(C)cn3)=C(C)NC3=C2C(=O)CCC3)c1C (centres undefined)	-3	-2.6	-2	-1	-5	-8	105	-5	0.4
34	CC1CCC(NC(=O)C2CCN(S(=O)(=O)c3ccc4nc5c(c(C(=O)O)c4c3)CC(C)CC5)CC2)CC1 (centres undefined)	5	1.6	-4	4	6	-15	93	3	0.0
35	O=C(c1ccc(N2CCCC2=O)cc1)N1CCN(c2ccccc2Cl)CC1	-10	.	.	-25	-1	.	45*	-5	0.1
36	COc1ccc(OC)c(S(=O)(=O)NC(C)(C)C)c1	0	2.6	-1	-10	-8	-7	119	2	0.1
37	Cn1cnnc1SCc1ccc(C(=O)n2ncc(C#N)c2N)cc1	9	-0.5	2	-19	1	-13	99	4	-0.2
38	Cc1ccc(S(=O)(=O)N2CCN(c3ccc([N+](=O)[O-])c(Sc4nncn4C)c3)CC2)cc1	0	0.5	4	5	9	3	103	5	-0.2
39	CC1Cc2ccccc2N1C(=O)CSc1nnc(C2CC2)n1C (centres undefined)	2	0.8	-7	6	-3	-11	112	10	0.2
40	O=C(Nc1ccccc1Cc1ccccc1)c1ccncc1	1	0.3	4	12	2	3	95	11	0.0
41	CCSC1=N/C(=C\c2ccc(C)s2)C(=O)S1	8	0.3	-4	4	2	-2	99	11	0.0
42	N#CCC(=O)Nc1ccc(C(=O)OCC(=O)Nc2cccc(C(F)(F)F)c2)cc1	-9	-0.2	-19	-11	-12	-12	102	-27	-0.1
43	N=c1n(CCN2CCCCC2)c2ccccc2n1CC(O)c1ccco1 (centres undefined)	3	0.7	-3	4	-1	-7	111	2	0.2
44	COc1ccccc1NC(=O)CSc1nc2[nH]ncc2c(=O)[nH]1	4	-0.5	-2	-5	5	1	92	2	-0.2
45	O=C(CN1CCOCC1)Nc1c(-c2ccccc2)c2cc(Br)ccc2[nH]c1=O	2	0.3	9	-31	0	-9	97	4	0.0
46	O=C(CN1C(=O)S/C(=C/C=C/c2ccccc2)C1=O)Nc1ccc(C(=O)O)cc1	7	1.5	-8	14	6	4	102	10	-0.1
47	CC1Oc2ccccc2N(CC(=O)N2CCc3ccccc32)C1=O (centres undefined)	3	1.1	1	0	3	-10	98	-1	-0.1
48	CCCCN(C)C(=O)c1cc2cc3ccc(OC)cc3nc2o1	-1	1.0	-1	0	-13	0	98	3	0.2

Carrying on:
no.	canonical_smiles	BCLXL inh	MEX-5 binding	Fam108B inh	ZTA DNA inh	GLD-1 TGE inh	EBNA-1 inhibitor	CR mimetic SO	MCL1-BIM inh	Efflux pump inh
49	O=C(Nc1nccs1)c1ccc2ccccc2n1	3	-2.0	0	-16	-5	1	111	1	-0.2
50	COc1cc(C2N(C)C(=O)c3ccccc3N2C)ccc1O (centres undefined)	-3	0.3	3	-8	-7	3	97	2	0.0
51	O=C(O)c1cc(C(=O)C2CCCCC2)c[nH]1	5	-1.7	0	3	-2	0	92	12	0.0
52	COc1ccc(C(=O)n2nc(C)cc2C)cc1Br	2	-1.8	1	5	-5	1	93	-1	0.2
53	O=C(COC(=O)CCc1ccccc1)Nc1cc([N+](=O)[O-])ccc1F	-6	-0.9	0	-5	-2	0	116	1	0.0
54	O=C(CNC(=O)c1ccc2c(c1)OCO2)N/N=C/c1cccc([N+](=O)[O-])c1	4	0.3	2	10	0	3	111	7	0.1
55	Cc1ccc(S(=O)(=O)NNC(=O)CCCCC(=O)NNS(=O)(=O)c2ccc(C)cc2)cc1	0	1.8	-1	-11	6	1	102	1	0.0
56	COc1ccc(C(=O)N/C(=C\c2cn(S(=O)(=O)N(C)C)c3ccccc23)C(=O)NCCN2CCOCC2)cc1OC	5	1.3	-1	-4	7	1	75	8	-0.1
57	COC(=O)C1CCN(C(=O)c2ccc3oc(Cc4ccc(Cl)cc4)nc3c2)CC1	3	-0.6	4	-6	2	0	99	-2	-0.1
58	CCCC1=Nc2cc(C(=O)NCCCN3CCOCC3)ccc2Sc2ccccc21	0	-0.6	1	18	-2	2	111	-11	-0.6
59	CCOC(=O)CNC(=O)C12CC3CC(C1)CC(c1ccc(C)cc1)(C3)C2	10	0.3	-1	-11	1	-9	135	8	-0.1
60	O=C(CSc1nnc(-c2ccccc2F)n1C1CC1)Nc1cccnc1Cl	1	-1.4	0	12	5	9	104	-1	-0.1

A different layout for some results above.
(51) O=C(O)c1cc(C(=O)C2CCCCC2)c[nH]1
(52) COc1ccc(C(=O)n2nc(C)cc2C)cc1Br

assay / entry | 51 | 52
BCLXL inh | 5 | 2
MEX-5 binding | -1.7 | -1.8
Fam108B inh | 0 | 1
ZTA DNA inh | 3 | 5
GLD-1 TGE inh | -2 | -5
EBNA-1 inhibitor | 0 | 1
CR mimetic SO | 92 | 93
MCL1-BIM inh | 12 | -1
Efflux pump inh | 0.0 | 0.2
